Platelet DG rel: modulates dense granule release in human platelets | AID 1663 | 300,000 tested, 0.22% active | inhibition, %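 (compounds screened at 7.5 µM in platelet-rich plasma)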 | human platelet-rich plasma, SFLLRN dense granule ATP release, luminescence;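 active = mean replicate score, as percent of positive control, at or above 50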
KCNK3 block: human KCNK3 channel inhibition, primary screen; B-score at 10 µM; O14649; CHO-KCNK3 thallium flux, FluxOR fluorescence; hits give low values; 340,000 tested, 0.84% active;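 active = B-score under library mean minus 4 SD, starting fluorescence ratio at most library mean plus 5 SD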;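 note: more negative B-score means stronger inhibition of thallium flux through KCNK3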
TRPC4 agonist: opens the mouse TRPC4 cation channel; Q9QUQ5; HEK293 TRPC4beta/mu-opioid, Fluo4 calcium fluorescence; hits give high values; B-score at 10 µM; 310,000 tested, 0.49% active; AID 2237;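 active = B-score above 5 SD of library B-scores, and initial fluorescence ratio not above library mean plus 5 SD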;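 note: positive B-score marks a calcium rise read as TRPC4 activation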
Target sequence (Q9QUQ5 whole entry, looked up): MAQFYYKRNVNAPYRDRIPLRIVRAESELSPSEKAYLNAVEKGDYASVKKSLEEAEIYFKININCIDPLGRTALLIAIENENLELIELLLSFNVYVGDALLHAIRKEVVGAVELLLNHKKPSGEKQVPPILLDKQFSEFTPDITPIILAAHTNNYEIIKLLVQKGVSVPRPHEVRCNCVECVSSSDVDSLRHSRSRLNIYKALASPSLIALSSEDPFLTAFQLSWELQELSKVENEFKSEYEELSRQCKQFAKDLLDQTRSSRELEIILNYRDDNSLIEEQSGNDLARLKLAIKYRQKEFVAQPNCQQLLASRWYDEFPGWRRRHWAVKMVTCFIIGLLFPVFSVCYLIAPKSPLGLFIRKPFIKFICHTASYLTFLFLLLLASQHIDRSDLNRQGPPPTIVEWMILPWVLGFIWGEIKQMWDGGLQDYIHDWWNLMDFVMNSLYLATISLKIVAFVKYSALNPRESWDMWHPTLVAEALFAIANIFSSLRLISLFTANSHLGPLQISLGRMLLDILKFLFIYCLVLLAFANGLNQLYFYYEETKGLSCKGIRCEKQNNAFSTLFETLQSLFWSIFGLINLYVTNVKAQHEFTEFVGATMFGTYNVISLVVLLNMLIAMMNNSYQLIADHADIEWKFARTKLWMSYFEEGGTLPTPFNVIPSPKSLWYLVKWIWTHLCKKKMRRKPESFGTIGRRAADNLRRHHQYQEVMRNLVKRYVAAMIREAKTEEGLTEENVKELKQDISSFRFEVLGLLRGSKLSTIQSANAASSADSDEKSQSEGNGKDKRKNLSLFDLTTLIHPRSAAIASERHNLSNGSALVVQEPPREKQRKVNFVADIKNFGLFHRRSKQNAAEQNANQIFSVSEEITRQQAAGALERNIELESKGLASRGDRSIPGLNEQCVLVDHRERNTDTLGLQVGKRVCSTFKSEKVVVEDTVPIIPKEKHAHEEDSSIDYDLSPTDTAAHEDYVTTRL
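Assay system: HEK293 stable line with TRPC4beta plus mu-opioid receptor. Times: dye 45 min RT, read 110 s. Measured by: kinetic Fluo4 calcium fluorescence. Measure: B score of integrated ratio. Controls: assay buffer as low control, maximal DAMGO as high control.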
TRPC4 PAM: TRPC4 (mouse) allosteric potentiation; 310,000 tested, 0.42% active; HEK293 TRPC4beta/mu-opioid, DAMGO EC20, Fluo-4 Ca2+ flux; hits give high values; B-score at 10 µM;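 active = B-score of calcium response area above 5 SD of library B-scores, with initial fluorescence ratio within 5 SD of library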;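 note: B-score of integrated fluorescence ratio over time as area under calcium response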
TRPC4 inh: blocks the mouse TRPC4 cation channel | Q9QUQ5 | 300,000 tested, 0.39% active | AID 2247 | B-score at 10 µM | HEK293 TRPC4beta/mu-opioid, DAMGO-evoked Fluo4 calcium flux; hits give low values;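 active = B-score over 3 SD under the library average, no early fluorescence shift, positive overall ratio signal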
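Test system – stable TRPC4beta/mu-opioid receptor HEK293 cells · Probe or stimulus – DAMGO, a submaximal dose followed by a maximal one · Dosing – one concentration per compound · Signal – Fluo4 calcium fluorescence by kinetic imaging, 5 s 1 Hz baseline · Evaluation – per-well B score of integrated baseline-normalized Fluo4 ratio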
KCNQ1 block: blocks the human KCNQ1 potassium channel. P51787. CHO-K1 KCNQ1, FluxOR thallium flux fluorescence; hits give high values. B-score at 10 µM. 310,000 tested, 1.3% active;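 active = compounds whose thallium flux B-score, printed positive for inhibition, exceeds three library SD while starting fluorescence stays within three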;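 note: channel opened by potassium depolarization with thallium stimulus after 20 min compound exposure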
DYRK1A inh: Dyrk1A (rat) kinase inhibition; ADP-Glo luminescence, NFATc1 peptide; inhibition, % at 12.5 µM; 310,000 tested, 0.43% active; AID 504441; in the data active = inhibition above about 50%;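 note: plate controls were vehicle with enzyme for no effect and no enzyme for full effect; many of its hits are not listed in these tables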
hERG protect: shields human hERG channel from block by proarrhythmic agents; CHO-hERG, FluxOR thallium flux, dofetilide IC70 present; 310,000 tested, 0.51% active; Q12809; activation (rescue from dofetilide block), less the hit threshold, % at 10 µM;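 active = activation above the mean of controls blocked by dofetilide plus 5 SD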;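 note: thallium influx through hERG after potassium depolarization seen as dye fluorescence rise; in these data hits start at about 4.7%; inactives centre near -7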
PolyA inh: yeast polyadenylation inhibition; S. cerevisiae SKY197-pL101 polyadenylation reporter, beta-gal luminescence; efflux-impaired pdr1/pdr3 knockout yeast; score 100 = 6 SD above DMSO; calls only at 12 µM; 300,000 tested, 0.02% active; AID 1875;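 active = lowest replicate activity score at least 50, where 100 means six control SD above control mean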;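 note: yeast exposed to compound for 9 h at 30 °C; higher score means more reporter readthrough which indicates perturbed polyadenylation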
KCNK9 inh: inhibitors of human KCNK9 two-pore domain potassium channel | HEK293 KCNK9, FluxOR thallium flux fluorescence; hits give low values | Q9NPC2 | 310,000 tested, 1.2% active | B-score at 10 µM;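 active = ratio B-score over 3 SD below the library mean, with starting fluorescence within 5 SD of its mean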;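 note: negative B-score means less thallium flux so channel inhibition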
KCNQ1 act: potentiators or activators of human KCNQ1 potassium channel. B-score at 10 µM. P51787. CHO-K1 KCNQ1, thallium flux FluxOR fluorescence; hits give high values. AID 2648. 310,000 tested, 0.35% active;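 active = fluorescence ratio B-score, a plate-corrected score, at least three library SD, with initial intensity B-score within 5 SD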
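Assay system: stable KCNQ1 CHO-K1 line; medium: assay buffer, equal DMSO in all wells; timing: 90 min dye loading and 20 min compound exposure, both at room temperature; technique: kinetic FluxOR thallium fluorescence, 10-s 1-Hz baseline, 110-s post-stimulus read; read-out basis: B score of baseline-normalized fluorescence ratio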
* hit, by the source's call; i = inactive; nt = not tested or not shown. Only part of the results is shown; rates above refer to the full screens.

1	CSc1nc2ccccc2n1Cc1cccc([N+](=O)[O-])c1
2	COc1ccc(S(=O)(=O)Nc2ccc3c(c2)n(C)c(=O)n3C)cc1
3	CC1CN(c2c3c(nc4ncnn24)CCCC3)CC(C)O1 (stereo not given)
4	Cc1ccc(NC(=O)CSc2nnnn2C)cc1S(=O)(=O)N(C)C
5	Cn1c(NC(=O)c2ccco2)c(-c2ccccc2Cl)c(=O)c2ccccc21
6	COC(=O)COC(=O)CC(CC(N)=O)c1ccccc1 (stereo not given)
7	Cc1cccc(Nc2nc3c(S(=O)(=O)c4ccccc4)nnn3c3ccccc23)c1C
8	O=C(Nc1cccc(Cl)c1N1CCCC1)c1cc2ccccc2o1

screen / no. | 1 | 2 | 3 | 4 | 5 | 6 | 7 | 8
Platelet DG rel | -2.9 | -0.8 | 6.5 | -10.2 | 0.7 | -7.3 | -8.0 | -3.6
KCNK3 block | i | i | i | i | i | i | i | i
TRPC4 agonist | i | i | i | i | i | i | i | i
TRPC4 PAM | i | i | i | i | i | i | i | i
TRPC4 inh | i | i | i | i | i | i | i | i
KCNQ1 block | i | i | i | i | i | i | i | i
DYRK1A inh | -5.3 | 2.0 | 25.3 | 2.3 | -3.1 | -5.3 | 2.3 | 2.0
hERG protect | -12.5 | -1.1 | -10.8 | -1.9 | -10.6 | -14.7 | -2.8 | -13.1
PolyA inh | i | i | i | i | i | i | i | i
KCNK9 inh | i | i | i | i | i | i | i | i
KCNQ1 act | i | i | i | i | i | i | i | i

9	CCCN(C(=O)c1cc(S(=O)(=O)N2CCCCC2)ccc1Cl)C1CCS(=O)(=O)C1 (stereo not given)
10	O=C(NNC(=O)c1ccc2ccccc2c1O)NC1CCCCC1
11	CCOC(=O)/C(C#N)=C1/C=CN(Cc2ccccc2)C=N1
12	CN(c1ccccc1C(=O)Nc1cccc(Cl)c1Cl)S(C)(=O)=O
13	Cc1cc(=O)[nH]c(SCC(=O)Nc2nc3c(s2)CCCC3)n1
14	Cc1nc(SCC(=O)N2CCCCCC2)[nH]c(=O)c1C
15	N#Cc1cnn(-c2cccc(Cl)c2)c1-n1cccc1
16	N#C/C(=C\c1cn(CC(=O)O)c2ccccc12)C(=O)NCc1ccccc1

screen / no. | 9 | 10 | 11 | 12 | 13 | 14 | 15 | 16
Platelet DG rel | -0.9 | 0.7 | 11.6 | 7.9 | -2.0 | 14.5 | -13.0 | nt
KCNK3 block | i | i | i | i | i | i | i | i
TRPC4 agonist | i | i | i | i | i | i | i | i
TRPC4 PAM | i | i | i | i | i | i | i | i
TRPC4 inh | i | i | i | i | i | i | i | i
KCNQ1 block | i | i | i | i | i | i | i | i
DYRK1A inh | 6.0 | 3.0 | -0.8 | 13.4 | 9.7 | -0.7 | 9.5 | 1.4
hERG protect | -8.4 | -10.9 | -12.6 | -7.9 | -3.1 | -11.7 | -11.3 | -14.8
PolyA inh | i | i | i | i | i | i | i | i
KCNK9 inh | i | i | i | i | i | i | i | i
KCNQ1 act | i | i | i | i | i | i | i | i

17	COC(=O)c1ccccc1NC=C1C(=O)OC2(CCCCC2)OC1=O
18	CN(C)CCCOC(=O)N1c2ccccc2C=Cc2ccccc21
19	O=S(=O)(Nc1ccc2nc(C(F)(F)F)[nH]c2c1)c1ccccc1
20	Cc1ccc(-n2c(C)cc(/C=N/NC(=O)CC3(C)OCCO3)c2C)cc1
21	CC(=O)NCCNC(=O)c1cccc(NS(=O)(=O)c2ccc3c(c2)OCCO3)c1
22	Cc1cc(N2C(=O)C(O)=C(C(=O)c3ccco3)C2c2ccccc2F)no1 (stereo not given)
23	CCc1ccc2nc(N3C(=O)C(O)=C(C(=O)c4ccco4)C3c3cccs3)sc2c1 (stereo not given)
24	CCOC(=O)Nc1ccc2c(c1)N(C(=O)CCN(CC)CC)c1ccccc1CC2

screen / no. | 17 | 18 | 19 | 20 | 21 | 22 | 23 | 24
Platelet DG rel | -1.1 | 7.4 | -3.7 | -6.5 | -0.2 | 6.9 | 2.3 | 8.1
KCNK3 block | i | i | i | i | i | i | i | i
TRPC4 agonist | i | i | i | i | i | i | i | i
TRPC4 PAM | i | i | i | i | i | i | i | i
TRPC4 inh | i | i | i | i | i | i | i | i
KCNQ1 block | i | i | i | i | i | i | i | i
DYRK1A inh | -0.8 | -4.0 | -0.9 | -1.6 | 1.7 | -3.6 | 5.8 | -7.0
hERG protect | -0.6 | -6.8 | -7.0 | -6.0 | -7.5 | -12.2 | -5.2 | -6.5
PolyA inh | i | i | i | i | i | i | i | i
KCNK9 inh | i | i | i | i | i | i | i | i
KCNQ1 act | i | i | i | i | i | i | i | i

25	CC1C(c2ccccc2)C(C#N)(C#N)C2(C#N)C(=O)NC1(N)C2C (stereo not given)
26	COc1ccccc1C(=O)Nc1ccc(N2CCN(C(C)=O)CC2)cc1
27	CCOc1ccc(CNC(=O)CCCN2C(=O)C(c3ccccc3)Oc3cccnc32)cc1 (stereo not given)
28	Cc1ccc(NC(=O)N/C=C/c2ccc(Cl)cc2)cc1
29	CC1CCCCC1N1CCN(C(=O)c2cccc(F)c2)CC1 (stereo not given)
30	c1ccc2c(c1)CCc1snnc1-2
31	CC(C)c1ccc(NC2=CC(=O)CC(C)(C)C2)cc1
32	CCc1cc(C(=O)O)c(NC(=O)c2cc(OC)c(OC)c(OC)c2)s1

screen / no. | 25 | 26 | 27 | 28 | 29 | 30 | 31 | 32
Platelet DG rel | -1.0 | 0.0 | -2.6 | -7.3 | 6.0 | -0.6 | -3.6 | -0.3
KCNK3 block | i | i | i | i | i | i | i | i
TRPC4 agonist | i | i | i | i | i | i | i | i
TRPC4 PAM | i | i | i | i | i | i | i | i
TRPC4 inh | i | i | i | i | i | i | i | i
KCNQ1 block | i | i | i | i | i | i | i | i
DYRK1A inh | 0.8 | -0.6 | -10.0 | 2.1 | 3.6 | nt | -0.1 | -4.5
hERG protect | -7.8 | -5.8 | -2.5 | -11.0 | -6.1 | -5.0 | -4.8 | -5.8
PolyA inh | i | i | i | i | i | i | i | i
KCNK9 inh | i | i | i | i | i | i | i | i
KCNQ1 act | i | i | i | i | i | i | i | i

Compound profiles (already shown). Values in the order: Platelet DG rel, KCNK3 block, TRPC4 agonist, TRPC4 PAM, TRPC4 inh, KCNQ1 block, DYRK1A inh, hERG protect, PolyA inh, KCNK9 inh, KCNQ1 act
Listed for CC1CCCCC1N1CCN(C(=O)c2cccc(F)c2)CC1 (stereo not given) → 6.0, i, i, i, i, i, 3.6, -6.1, i, i, i
Listed for COC(=O)c1ccccc1NC=C1C(=O)OC2(CCCCC2)OC1=O → -1.1, i, i, i, i, i, -0.8, -0.6, i, i, i
Listed for CSc1nc2ccccc2n1Cc1cccc([N+](=O)[O-])c1 → -2.9, i, i, i, i, i, -5.3, -12.5, i, i, i
Listed for c1ccc2c(c1)CCc1snnc1-2 → -0.6, i, i, i, i, i, nt, -5.0, i, i, i

Further records follow.
nr	Molecule	Platelet DG rel	KCNK3 block	TRPC4 agonist	TRPC4 PAM	TRPC4 inh	KCNQ1 block	DYRK1A inh	hERG protect	PolyA inh	KCNK9 inh	KCNQ1 act
33	COc1cc(C2c3c([nH]c(=O)[nH]c3=O)Nc3ccc4ccccc4c32)ccc1O (stereo not given)	1.9	i	i	i	i	i	9.2	-5.5	i	i	i
34	O=C1N/C(=N\S(=O)(=O)Cc2ccccc2)S/C1=C/c1cc([N+](=O)[O-])ccc1O	0.6	i	i	i	i	i	13.8	-11.8	i	i	i
35	COc1ccc(CC(=O)NNS(=O)(=O)c2ccccc2[N+](=O)[O-])cc1	-5.3	i	i	i	i	i	-5.7	-2.8	i	i	i
36	COc1ccc(-c2cc(C(=O)NCCN3CCOCC3)c3ccccc3n2)c(OC)c1	1.0	i	i	i	i	i	5.6	-1.8	i	i	i
37	O=C(CSc1n[nH]c(=O)n1C1CC1)Nc1ccccc1	-0.9	i	i	i	i	i	0.1	-6.6	i	i	i
38	CCCC(=O)N(CCN(C(=O)CCC)c1ccccc1)c1ccccc1	2.9	i	i	i	i	i	1.2	-7.8	i	i	i
39	CSc1ccc(C2CC(=O)Nc3c2c(=O)n(C)c(=O)n3C)cc1 (stereo not given)	7.7	i	i	i	i	i	0.2	-8.8	i	i	i
40	O=C(COC(=O)c1ccc(F)c(S(=O)(=O)N2CCOCC2)c1)NCc1ccco1	-3.1	i	i	i	i	i	-3.5	-7.7	i	i	i
41	O=C1CCC(C(=O)OCc2c(Cl)cccc2Cl)N1 (stereo not given)	6.7	i	i	i	i	i	-3.4	-3.3	i	i	i
42	O=C(NNC1=C(C(=O)C(F)(F)F)CCC1)c1ccc(Cl)cc1	-5.3	i	i	i	i	i	nt	-11.7	i	i	i
43	CC1(C)CC2CC(C)(CN2C(=S)Nc2ccccc2)C1 (stereo not given)	4.1	i	i	i	i	i	-1.8	-10.1	i	i	i
44	CCCc1cc(=O)[nH]c(SCC(=O)c2ccc3c(c2)NC(=O)CO3)n1	3.1	i	i	i	i	i	4.0	-12.8	i	i	i
45	COc1ccc(C(=O)Oc2cccc3cccnc23)cc1[N+](=O)[O-]	-10.0	i	i	i	i	i	3.7	-6.2	i	i	i
46	CCc1ccc(NC(=O)C(C)OC(=O)c2cc(=O)[nH]c3ccc(S(=O)(=O)Nc4ccc(F)cc4)cc23)cc1 (stereo not given)	-0.8	i	i	i	i	i	0.9	-8.6	i	i	i
47	CN1CCN(C(=O)c2ccc(-n3cccc3)cc2)CC1	1.4	i	i	i	i	i	-10.2	-7.9	i	i	i
48	COc1cc(NC(=O)c2cc(-c3ccccc3Cl)on2)cc(OC)c1OC	-1.5	i	i	i	i	i	9.5	-1.7	i	i	i
49	O=C(CNC(=O)C(c1ccccc1)c1ccccc1)N/N=C\c1ccc2c(c1)OCO2	5.0	i	i	i	i	i	-3.4	-9.4	i	i	i
50	COC(=O)Nc1c(C)n(C)n(-c2ccccc2)c1=O	-2.4	i	i	i	i	i	12.8	-4.3	i	i	i
51	CSCCC(N=C1NS(=O)(=O)c2ccccc21)C(=O)N1CCCC(C(N)=O)C1 (stereo not given)	-3.9	i	i	i	i	i	2.6	-13.0	i	i	i
52	Cc1ccc(C(=O)NNC2=Nc3cccc4cccc2c34)cc1	4.2	i	i	i	i	i	3.7	-6.0	i	i	i
53	Cc1ccc(C(=O)COC(=O)CSc2cccc3cccnc23)c(C)c1	0.8	i	i	i	i	i	4.5	-8.3	i	i	i
54	Cc1cccc(SCc2noc(C(=O)NC(C)C)c2C(=O)O)c1	-3.7	i	i	i	i	i	-14.9	-6.1	i	i	i

Source: PubChem (several laboratories)
